# Source: PubChem BioAssay
# Ub-GFP proteasome: ubiquitin-GFP accumulation via proteasome inhibition. 67,000 tested, under 10 active. Ubiquitin-GFP reporter cells, proteasome inhibition, GFP fluorescence; response scale: untreated = 0%, 10 µM MG-132 = 100%. Potency, µM (doses to about 45.9 µM), without a hit: top-dose activation (GFP accumulation), usual class: activators. AID 526; active = well fitted activation curve with a large enough effect, not every such curve was filed as active; inconclusive = small, poorly fitted or top-dose-only effect, or another doubt; inactive = no such curve, though single readings can be large or run the other way; note: potency is the fitted concentration of half-maximal effect
#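 U2OS Ub(G76V)-GFP reporter; O/N plating, 0.5% FBS; cpd 46 uM–2.9 nM, 4 h, 37 °C; GFP+ cell count, 488/515 nm; norm. to basal vs 10 uM MG-132; CRC fit.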
# A350 autofl: compounds fluorescent in Alexa 350 spectral region | Compound autofluorescence, 340/450 nm, Alexa 350 dye-equivalents; active compounds read high | max dye-equivalent concentration, M | 59,000 tested, 11% active | AID 590; in the data active = max dye-equivalent concentration above about 10 nM; inconclusive = mostly about 1.1 nM to 9.6 nM
# 15-hLO inh: blocks human 15-lipoxygenase activity; P16050; purified 15hLO-1, xylenol orange hydroperoxide absorbance; Potency, µM (series often up to 57.1 µM), without a hit: top-dose activity change, negative = inhibition, most hits filed as inhibitors; 74,000 tested, 1.4% active; AID 887; note: potency is the fitted concentration of half-maximal effect; % is set by controls: 0 for no effect and ±100 for the full control effect; nearly all actives have a fitted effect of over 55% in size
#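 40 nM 15hLO-1 + cpd, 15 min RT; start w/ 50 uM AA (final), 6 min RT; stop/detect w/ 200 uM XO + 300 uM Fe(II) in 50 mM H2SO4, 30 min; A573/A405. Buffer 25 mM Hepes pH 7.5, 0.01% Triton X-100. No-enzyme wells as negative control.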
# Pol III holo inh: inhibitors of bacterial DNA polymerase III holoenzyme; 71,000 tested, 0.25% active; AID 603; Potency, µM (top dose mostly 57.1 µM), inactives show at the highest dose activity change, negative = inhibition; reconstituted DNA polymerase III holoenzyme replication, biochemical; note: potency is the fitted concentration of half-maximal effect; % is set by controls: 0 for no effect and ±100 for the full control effect
#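 Reconstituted *E. coli* holoenzyme (0.35 nM Pol III, 1 nM beta, 154 nM SSB, 2 nM primase) was preincubated with compound for 15 min at RT. Synthesis on 1.4 nM ssM13Gori ran 35 min, then was stopped with PicoGreen/EDTA and read as dsDNA fluorescence.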
# BRCT PPI green: BRCA1 BRCT-phosphoprotein interaction inhibition. AID 875. 75,000 tested, 0.05% active. P38398. BRCA1 BRCT-phosphopeptide binding, green fluorescence polarization. Potency, µM (series often up to 76.9 µM), for the others: at the top dose activity change, negative = inhibition, hits mostly inhibitors;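 note: potency is the fitted concentration of half-maximal effect; plate controls were peptide without protein for full effect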
#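 Compounds were incubated for 12 min at room temperature with a complex of 100 nM fluorescein-tagged pBACH1 decapeptide and 250 nM His-tagged BRCT protein. Buffer was phosphate pH 7.3 with EDTA, DTT and Tween 20. Disruption of binding lowers the polarization signal.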
# HBB splicing: hemoglobin beta splicing modulation | HBB splicing reporter cell assay, activation; EGFP reporter with mutant IVS2-654 intron; response scale: normalised to 500 nM splice-correcting PNA | Potency, µM (highest dose often 46.1 µM), inactives show at the highest dose activation, usual class: activators | 65,000 tested, 0.06% active | AID 925; note: potency is the fitted concentration of half-maximal effect; 0% is about no effect
#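 HeLa cells stably expressing EGFP interrupted by mutant beta-globin intron 2 (IVS2-654), 500/well in 2% FCS. Treated with compound for 2 days at 37C. Splicing correction scored as total well GFP intensity (488 nm excitation, 500-520 nm emission); 500 nM antisense PNA served as control.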
# GFP derepression: epigenetic GFP locus derepression in mouse cells; 68,000 tested, 0.09% active; AID 597; Potency, µM (top dose mostly 46.1 µM), inactives show at the highest dose GFP derepression (activation); mouse C127i GFP locus derepression, cytometry, 30 h; note: % of control where 0% means no effect
#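 Read-out is the number of GFP-positive cells, scored as fluorescent objects 20 to 120 um wide, reflecting derepression of a silenced CMV-GFP reporter in murine C127i cells after 30 h compound exposure at 37 C.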
# CRE-bla Fsk: alters forskolin-stimulated CRE reporter signaling in CHO cells; CHO CRE-bla reporter (cAMP response element driving beta-lactamase), forskolin EC10, beta-lactamase ratio; Potency, µM (series often up to 38.2 µM), without a hit: at the top dose activity change, negative = inhibition, hits mostly activators; 71,000 tested, 2.5% active; AID 662; active = well fitted activation curve with a large enough effect in the signal ratio, with a control signal flat, not every such curve was filed as active; inconclusive = small, poorly fitted or top-dose-only effect, or effect the other way, or a change in a side signal; the % refers to the signal ratio; note: potency is the fitted concentration of half-maximal effect; % of control where 0% means no effect
#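 Reporter-gene assay: CHO cells with beta-lactamase behind cAMP responsive elements, co-treated with compound and EC10 NKH 477 for 3 hours at 37 degrees Celsius. Activity came from the 460/530 nm CCF4 emission ratio.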
# Hsp90 Hop PPI: changes Hsp90-Hop TPR2A binding signal, up or down; AlphaScreen TPR2A-His6 binding biotin-Hsp90 C-terminal peptide; Potency, µM (doses to about 57 µM), for the others: top-dose activity change, negative = inhibition; 71,000 tested, 0.44% active; AID 595; active = well fitted curve in either direction with a large enough effect; inconclusive = small, poorly fitted or top-dose-only effect, or another doubt; note: potency is the fitted concentration of half-maximal effect; % is set by controls: 0 for no effect and ±100 for the full control effect; many of its hits are not listed in these tables
# 4-MU autofl: 4-MU region autofluorescence; 59,000 tested, 11% active; compound autofluorescence, 340/450 nm, 4-MU equivalents; active compounds read high; max dye-equivalent concentration, M; in the data active = max dye-equivalent concentration above about 10 nM; inconclusive = mostly about 1.1 nM to 9.6 nM
#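 Compounds in 100 mM Tris, pH 8.0, sat 15 min at room temperature before fluorescence was read at 340 nm excitation/450 nm emission; a per-plate six-point 4-MU standard curve converted signals to dye-equivalent concentration at each compound concentration.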
# BRCT inh red: BRCT-phosphoprotein interaction inhibition (red fluorophore); Potency, µM (top dose mostly 76.9 µM), inactives show top-dose activity change, negative = inhibition, usual class: inhibitors; BRCT-phosphopeptide binding, red fluorescence polarization; P38398; 75,000 tested, 0.03% active; note: % is set by controls: 0 for no effect and ±100 for the full control effect
#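 Rhodamine-labelled pBACH1 10-mer (100 nM) bound to BRCT domain (100 nM) at pH 7.3; compounds incubated 12 min room temperature, polarization read. Free peptide defines full inhibition; unlabelled decapeptide titrated as control.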
# Starred values were filed as active, the others as inactive; i = inactive; ? = inconclusive; / = not tested or not shown; ! = repeats disagree; [ ] = another dose, or the depositor's remark. Unless noted, calls come from the whole dose curve; as a rule, active = well fitted curve in the direction sought with a large enough effect; inconclusive = small, poorly fitted or top-dose-only effect, or another doubt; inactive = no such curve, though single readings can be large; an effect the other way counts as inactive or inconclusive.
SMILES,Ub-GFP proteasome,A350 autofl,15-hLO inh,Pol III holo inh,BRCT PPI green,HBB splicing,GFP derepression,CRE-bla Fsk,Hsp90 Hop PPI,4-MU autofl,BRCT inh red
Cn1c(N)nc2c(nc(OCc3ccccc3)n2[C@@H]2O[C@H](CO)[C@@H](O)[C@@H]2O)c1=O,-3.9%[9.17 µM],i,5.0%[11.4 µM],-8.7%[11.4 µM],-1.9%[15.4 µM],3.3%[9.22 µM],0.0%[9.22 µM],8.1%[7.6 µM],-1.0%[11 µM],i,-0.6%[15.4 µM]
Cc1nc2cc(NC(=O)NCc3ccco3)ccc2o1,-3.6%,i,4.7%,1.8%,-3.7%,-0.5%,-3.2%,-12.5%,?,i,-2.7%
COc1cc(NC(=O)c2cccs2)cc(OC)c1,-8.3%,i,-7.5%,5.9%,-2.5%,/,3.5%,5.1%,-1.6%,i,-2.8%
C[C@@H](C(=O)O)c1cccc(C(=O)c2ccccc2)c1,-3.6%[20.5 µM],1.93e-08M*!,5.7%[25.6 µM],-0.2%[25.6 µM],-2.1%[34.4 µM],-1.6%[20.6 µM],1.1%[20.6 µM],-6.5%[17.1 µM],-1.4%[26 µM],1.36e-08M*!,-0.4%[34.4 µM]
CCc1cc(=O)oc2cc(OCC(=O)N(CC)CC)c(Cl)cc12,-0.4%,/,0.0%,-5.0%,-0.2%,-0.3%,-2.3%,?,-4.6%,/,-1.4%
O=C(CCCN1C(=O)c2ccccc2C1=O)Nc1c2c(nc3c1CCC3)CCC2,-7.7%,?,21.1%,3.3%,0.3%,4.8%,-4.5%,5.8%,2.3%,?,-0.8%
COc1ccc(S(=O)(=O)CCC(=O)N2c3ccccc3CC2C)cc1 (configuration not stated),-1.7%,?,5.2%,-2.1%,0.7%,2.7%,2.1%,?,-1.4%,?,-0.3%
CCn1c2ccccc2c2cc(NC(=O)CCCN3C(=O)CCC3=O)ccc21,2.6%,?,4.7%,-4.1%,-1.3%,-0.4%,-3.2%,8.2%,-0.5%,?,-1.2%
COc1ccccc1N=c1scc(-c2ccc3c(c2)NC(=O)CO3)n1CC1CCCO1 (configuration not stated),-7.7%,?,-11.9%,-14.5%,2.2%,-2.4%,-1.1%,?,?,i,0.2%
O=C(NC1CCCc2ccccc21)c1cccnc1 (configuration not stated),9.7%,i,-0.9%,-4.0%,0.5%,1.9%,0.0%,?,-0.5%,i,0.2%
C=CCn1c(SCC(=O)Nc2nnc(CC)s2)nnc1-c1ccco1,-8.7%,?,1.8%,-3.0%,-0.9%,-1.5%,-3.8%,5.3%,-0.2%,?,0.7%
O=C(CN1C(=O)C2C3C=CC(C3)C2C1=O)NC1CCCc2ccccc21 (configuration not stated),1.9%,i,-1.6%,-2.4%,1.3%,0.3%,4.0%,-1.8%,0.9%,i,-1.8%
Cc1nn(C)c(C)c1S(=O)(=O)N(CC(=O)Nc1ccccn1)c1ccc(C(C)C)cc1,7.1%,/,-9.3%,3.0%,0.5%,-0.6%,-3.4%,-16.1%,-3.3%,/,0.2%
Cc1ccc2cc(C(c3nnnn3C(C)(C)C)N3CCCCCC3)c(=O)[nH]c2c1 (configuration not stated),4.2%,4.39e-08M*,-4.8%,-0.6%,-1.8%,-2.2%,2.1%,-12.0%,-0.7%,3.29e-08M*,-0.5%
O=C(O)c1cccc(CN2C(=O)SC(Nc3ccccc3)C2=O)c1 (configuration not stated),-4.4%,6.22e-08M*,-9.2%,4.2%,-1.8%,5.5%[57.5 µM],-2.2%,-0.3%,-0.8%,5.2e-08M*,0.5%
COc1ccc(C2=C(C)CC(C)(C)NC2=O)cc1OC,1.4%,i,6.6%,-1.4%,0.3%,/,1.3%,2.0%,1.0%,i,0.2%
CS(=O)(=O)NCCOc1ccc(S(=O)(=O)N2CCCc3ccccc32)cc1,8.4%,?,0.4%,-1.8%,0.7%,-1.4%,6.5%,-9.3%,-0.8%,i,-0.2%
O=C(c1ccco1)N1CCC2(CCCN(c3ccccn3)C2)CC1,-13.3%,i,-9.1%,-1.2%,-2.9%,2.8%,4.6%[9.22 µM],-9.7%,-3.7%,i,1.4%
Clc1ccc(-c2nc(-c3ccccn3)no2)cc1Cl,0.0%[9.17 µM],/,5.0%[11.4 µM],-6.6%[11.4 µM],0.2%,0.4%[0.0738 µM],-1.5%,?,-4.8%[11 µM],/,-2.7%
Cn1cnnc1SCC(=O)Nc1sc2c(c1C#N)CCCCC2,-9.3%,i,-2.0%,-4.8%,-2.1%,-1.0%,-1.3%,7.1%,2.1%,i,0.5%
COc1cccc(Cn2c(=O)c(-c3ccccc3)nc3cnc(N4CCN(C)CC4)nc32)c1,6.0%,?,3.8%,6.9%,-0.8%,0.1%,2.7%[9.22 µM],?,-2.8%,i,0.1%
Cc1ccc(CCNC(=O)CS(=O)Cc2nc(-c3cccc(C)c3)oc2C)cc1 (configuration not stated),-8.6%,/,-10.8%,-2.0%,-3.4%,-0.9%,/,-5.6%,-2.2%[2.3 µM],/,1.1%
Cn1c(C(=O)N2CCC(C(N)=O)CC2)cc2c(=O)n(C)c3ccccc3c21,-14.3%,/,-4.1%,-8.1%,7.7%,0.0%,/,-0.2%,-5.6%[2.3 µM],/,-1.5%
COC(=O)CSCc1nc2ccccc2[nH]c1=O,0.0%,/,12.6µM*,-9.7%,20.2%,-1.3%,/,-26.9%,?,/,-1.1%
N#CC1=C(N)S[C@H](C(=O)C23CC4CC(CC(C4)C2)C3)[C@H]1c1ccncc1,9.0%,i,12.6µM*,9.3%,-0.1%,4.6%,-2.6%,0.794µM*,-16.1%,i,-3.4%

# Next part; the last 2 above are carried over.
SMILES,Ub-GFP proteasome,A350 autofl,15-hLO inh,Pol III holo inh,BRCT PPI green,HBB splicing,GFP derepression,CRE-bla Fsk,Hsp90 Hop PPI,4-MU autofl,BRCT inh red
COC(=O)CSCc1nc2ccccc2[nH]c1=O,0.0%,/,12.6µM*,-9.7%,20.2%,-1.3%,/,-26.9%,?,/,-1.1%
N#CC1=C(N)S[C@H](C(=O)C23CC4CC(CC(C4)C2)C3)[C@H]1c1ccncc1,9.0%,i,12.6µM*,9.3%,-0.1%,4.6%,-2.6%,0.794µM*,-16.1%,i,-3.4%
COCCNC(=O)c1sc2nc(-c3ccccc3)cn2c1C,7.4%,i,-1.2%,-1.7%,1.1%,-0.2%,2.2%,?,0.2%,i,-2.4%
COc1cccc2cc(-c3nc(-c4cccs4)cs3)c(=O)oc12,-9.3%,2.93e-08M*,-7.9%,-0.2%,4.2%,12.5%,2.8%,?,4.9%,2.58e-08M*,0.4%
Cc1cc(C)nc(SCC(=O)c2cc3ccccc3oc2=O)n1,-1.2%,i,-14.8%,0.9%,-0.7%,5.4%,-1.6%,-4.5%,-5.7%,i,-1.4%
COc1ccc(C2NC3=C(CCCC3)C(C#N)(C#N)C2(C#N)C#N)cc1 (configuration not stated),2.6%,2.18e-07M*,?,-1.1%,11.3%,4.9%[57.5 µM],0.0%,0.1%,-15.3%,1.6e-07M*,-0.2%
O=C(NCCc1ccc(F)cc1)N1CCOCC1,1.6%,i,5.3%,-1.8%,-0.1%,-1.2%,-2.7%,4.4%,-6.5%,i,1.4%
CC(=O)c1c(C)[nH]c(C(=O)Nc2cc(C)ccc2C)c1C,-3.0%,/,2.6%,-5.5%,-0.1%,-0.4%,-3.4%,-11.1%,?,/,0.8%
Cn1c(=O)c2c(ncn2CC(=O)N2CCN(c3ccc(F)cc3)CC2)n(C)c1=O,1.3%,i,16.4%,-4.4%,-0.7%,0.2%,-2.7%,-4.9%,-7.6%,i,0.7%

# Marked active in CRE-bla Fsk (from the list above):
SMILES	Ub-GFP proteasome	A350 autofl	15-hLO inh	Pol III holo inh	BRCT PPI green	GFP derepression	CRE-bla Fsk	Hsp90 Hop PPI	4-MU autofl	BRCT inh red
N#CC1=C(N)S[C@H](C(=O)C23CC4CC(CC(C4)C2)C3)[C@H]1c1ccncc1	9.0%	i	12.6µM*	9.3%	-0.1%	-2.6%	0.794µM*	-16.1%	i	-3.4%
